Source: PubChem BioAssay
GSTO1 counter – inhibitors of recombinant GSTO1, primary screen, counter-screen for RBBP9 inhibitor project, biochemical, fluorescence polarization; Glutathione S-transferase omega-1 (Homo sapiens), P78417; inhibition, % at 5.96 µM; 300,000 compounds, 1.1% hits; activity-based probe fluorescence polarization;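 active means inhibition above the campaign mean inhibition plus 3 SD, cut at about 35% in these data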;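 further: 0% = GSTO1-1 with DMSO and 100% = wells lacking GSTO1-1 enzyme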
LYPLA1 inh – LYPLA1 inhibitors, primary screen, counter-screen for PME1 inhibitor project, biochemical, fluorescence polarization, FP-Rh probe ABPP | inhibition, % at 5.9 µM | AID 2174, 2009 | recombinant LYPLA1 | Acyl-protein thioesterase 1 (Homo sapiens), O75608 | 320,000 compounds, 0.16% hits;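 active means inhibition above the mean of all tested compounds plus 3 SD, set per campaign, cut at about 14% in these data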;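 further: inhibitors block serine hydrolase probe labeling of LYPLA1 so polarization falls; 0% = enzyme with DMSO and 100% = wells lacking LYPLA1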
PAFAH1B3 FP inh – PAFAH1B3 enzyme inhibitors, primary screen, biochemical, fluorescence polarization, human | 340,000 compounds, 0.28% hits | inhibition, % at 3.39 µM | recombinant PAFAH1B3, FP-rhodamine probe | Platelet-activating factor acetylhydrolase IB subunit alpha1 (Homo sapiens), Q15102;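 active means inhibition above the screen-wide average of all tested compounds plus 3 SD, cut at about 25% in these data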;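 further: 0% = enzyme with DMSO only and 100% = wells lacking PAFAH1B3 protein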
Target sequence (Q15102 whole entry, looked up): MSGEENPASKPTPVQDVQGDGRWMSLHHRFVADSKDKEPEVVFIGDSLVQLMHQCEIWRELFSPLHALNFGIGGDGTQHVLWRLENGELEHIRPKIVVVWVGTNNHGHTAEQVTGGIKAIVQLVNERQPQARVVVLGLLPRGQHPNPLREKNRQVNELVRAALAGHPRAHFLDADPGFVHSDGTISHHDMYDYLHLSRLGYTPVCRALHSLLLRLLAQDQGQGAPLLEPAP
PAFAH1B2 inh – PAFAH1B2 enzyme inhibitors, primary screen, biochemical, fluorescence polarization, human | Platelet-activating factor acetylhydrolase IB subunit alpha2 (Homo sapiens), P68402 | recombinant PAFAH1B2, FP-rhodamine activity probe | inhibition, % at 3.39 µM | 340,000 compounds, 1.2% hits | AID 492953, 2010;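 active means inhibition above the mean of all tested compounds plus 3 SD, cut at about 24% in these data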;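 further: 0% = enzyme with DMSO and 100% = wells lacking PAFAH1B2; many of its hits are not listed in these tables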
Target sequence (P68402 whole entry, looked up): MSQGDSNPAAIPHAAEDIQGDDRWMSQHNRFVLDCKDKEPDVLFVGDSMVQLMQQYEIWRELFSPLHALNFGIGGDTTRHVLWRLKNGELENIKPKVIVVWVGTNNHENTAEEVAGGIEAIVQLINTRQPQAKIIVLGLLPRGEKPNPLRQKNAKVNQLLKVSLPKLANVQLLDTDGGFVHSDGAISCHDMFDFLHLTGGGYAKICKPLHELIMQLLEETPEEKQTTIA
pPAFAH FP inh – pPAFAH enzyme inhibitors, primary screen, biochemical, fluorescence polarization, human; recombinant pPAFAH, FP-rhodamine probe fluorescence polarization; inhibition, % at 3.39 µM; 330,000 compounds, 1.5% hits;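 active means inhibition above the mean inhibition across the screen plus 3 SD, cut at about 25% in these data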;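 further: inhibitors block binding of the rhodamine activity-based probe so polarization drops; 0% = enzyme with DMSO and 100% = wells lacking pPAFAH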
Target sequence (Q13093 whole entry, looked up): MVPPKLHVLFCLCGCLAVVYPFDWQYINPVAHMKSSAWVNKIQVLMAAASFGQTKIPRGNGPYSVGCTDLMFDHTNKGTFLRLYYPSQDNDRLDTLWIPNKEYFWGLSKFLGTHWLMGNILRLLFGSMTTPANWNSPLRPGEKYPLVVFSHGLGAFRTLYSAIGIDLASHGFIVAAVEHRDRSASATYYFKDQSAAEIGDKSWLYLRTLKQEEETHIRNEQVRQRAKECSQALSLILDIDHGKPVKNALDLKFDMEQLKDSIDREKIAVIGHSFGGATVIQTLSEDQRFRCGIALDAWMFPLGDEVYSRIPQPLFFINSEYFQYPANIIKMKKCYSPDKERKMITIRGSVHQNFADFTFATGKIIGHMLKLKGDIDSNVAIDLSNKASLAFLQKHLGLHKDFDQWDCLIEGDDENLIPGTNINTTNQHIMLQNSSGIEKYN
PREPL inh – PREPL enzyme inhibitors, primary screen, biochemical, fluorescence polarization | Prolyl endopeptidase-like (Homo sapiens), Q4J6C6 | recombinant PREPL, fluorescence polarization activity-based probe | inhibition, % at 5.96 µM | 320,000 compounds, 0.68% hits | AID 2751, 2010; in the data active means inhibition above about 43%;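 further: 0% = enzyme with DMSO and 100% = wells lacking enzyme; many of its hits are not listed in these tables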
LYPLA2 counter – LYPLA2 inhibitors, primary screen, counter-screen for PME1 inhibitor project, biochemical, fluorescence polarization, FP-Rh probe ABPP; AID 2177, 2009; recombinant LYPLA2; Acyl-protein thioesterase 2 (Homo sapiens), O95372; inhibition, % at 5.9 µM; 320,000 compounds, 0.38% hits;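 active means inhibition above the screen-wide mean plus 3 SD, limit set per campaign, cut at about 26% in these data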;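 further: 0% = LYPLA2 with DMSO and 100% = wells lacking LYPLA2 enzyme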
PAFAH2 FP inh – PAFAH2 enzyme inhibitors, primary screen, biochemical, fluorescence polarization, human; inhibition, % at 3.39 µM; 340,000 compounds, 0.99% hits; AID 492956, 2010; Platelet-activating factor acetylhydrolase 2, cytoplasmic (Homo sapiens), Q99487; recombinant PAFAH2, FP-rhodamine activity probe;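 active means inhibition above the mean over all tested compounds plus 3 SD, cut at about 30% in these data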;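 further: inhibitors block probe labeling of enzyme so polarization drops; 0% = enzyme with DMSO and 100% = wells lacking PAFAH2 protein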
PAD4 inh – human PAD4 inhibitors, primary screen, biochemical, fluorescence polarization, 1536-well format; recombinant PAD4, RCA probe fluorescence polarization; inhibition, % at 6.36 µM; 330,000 compounds, 0.41% hits; AID 485272, 2010;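 active means percent inhibition above a cutoff equal to the mean of all tested compounds plus 3 SD, cut at about 15% in these data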;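 further: 0% = PAD4 with RCA probe and DMSO and 100% = probe without PAD4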
Numbers without * were called inactive; . = not tested or not shown; & = joins results of further samples; ! = not confirmed by another sample.

SMILES	GSTO1 counter	LYPLA1 inh	PAFAH1B3 FP inh	PAFAH1B2 inh	pPAFAH FP inh	PREPL inh	LYPLA2 counter	PAFAH2 FP inh	PAD4 inh
COc1cc(N2CCCC2)c(OC)cc1C=O	18	0	15	7	3	7	0	3	-4
CCOC(=O)c1cc(NC(=O)c2cccnc2)ccn1	12	0	13	-1	3	-1	-1	-2	1
CCOC(=O)N1CCC(N2C(=O)c3ccccc3C2Nc2ccccc2C)CC1 (centres undefined)	2	1	-2	5	3	-9	4	-2	3
c1csc(-c2nnc(NC3CCCCC3)c3ccccc23)c1	4	-4	6	2	-1	3	2	-1	3
Cc1cc(C)c(S(=O)(=O)NC2CC2)c(C)c1	2	0	6	5	3	2	-5	5	-1
CC(=O)Nc1ccc(NC(=O)CSc2nnc(C)c(=O)n2N)cc1	-1	0	0	1	0	4	7	7	1
Cc1[nH]n(-c2ccccc2)c(=O)c1/C=N/NC(=O)c1ccccc1F	-2	3	10	4	10	-1	5	7	-11
Cc1ccc(-c2noc(CN(C(=O)CCCCCN3C(=O)c4ccccc4C3=O)C(C)C)n2)cc1	3	-2	7	1	10	-2	8	-1	1
COc1cc2c(cc1OC)CN(CC(=O)Nc1ccc(C#N)cc1)CC2	2	-3	-7	4	-12	14	6	-2	-2
CCC(C)n1c(SCC(=O)Nc2cc(C)on2)nc2ccccc2c1=O (centres undefined)	1	-1	3	5	7	0	-1	-3	-6
Cc1ccc(F)cc1NC(=O)CCc1c(C)nn(-c2ccc(N3CCCCC3)nn2)c1C	4	-2	4	-4	1	1	5	7	-5
O=C(NCC1CCCO1)c1ccc(NC(=O)c2cc(F)c(F)cc2Cl)cc1 (centres undefined)	-2	-3	6	-2	3	-6	5	3	-6
Cc1ccccc1C1NC(=S)NC2=C1C(=O)CCC2 (centres undefined)	1	-1	0	2	8	-4	-2	-8	2
Cc1c(C(=O)N/N=C/c2ccoc2)cccc1[N+](=O)[O-]	-5	2	-2	-4	7	3	0	0	2
COc1cccc(NC(=O)N2CCCC2C(=O)Nc2ccc3c(c2)OCCO3)c1 (centres undefined)	7	0	-2	1	0	-4	-4	-2	-1
Cc1onc(-c2ccccc2Cl)c1C(=O)N1CCN(c2ncccn2)CC1	8	-3	5	1	0	-7	6	6	-1
COc1ccc(C(=O)OCC(=O)Nc2c(C)cccc2C)c(OC)c1OC	8	2	4	2	2	11	3	52*	5
Cc1c(Cl)c([N+](=O)[O-])nn1CCCC(=O)NC(C)c1ccccc1 (centres undefined)	0	2	2	2	-2	7	11	-5	2
Cc1nc(C(=O)Nc2ccc(F)cc2)nn1-c1ccc([N+](=O)[O-])cc1	0	4	14	1	7	7	12	6	-3
CCOC(=O)N1CCC(NC(=O)CS(=O)(=O)Cc2nc(-c3cccc(Cl)c3)oc2C)CC1	-2	0	4	-1	3	2	3	-5	1
O=C(OCc1csc(-c2ccccc2)n1)C1=NN(c2ccccc2)C(=O)CC1	.	1	2	6	7	3	8	3	0
COc1ccccc1CN1CC(C(=O)N2CCCCO2)CCC1=O (centres undefined)	3	3	9	1	0	6	-1	0	3
O=C(Oc1ccc(OC(=O)c2ccncc2)cc1)c1ccncc1	35*	0	5	6	2	-1	1	6	-5
Cc1ccc(S(=O)(=O)NCCC(=O)NNC(=O)C2COc3ccccc3O2)cc1 (centres undefined)	2	1	6	5	-1	12	7	1	-6
CCN(CCCNC(=O)c1[nH]c(C)c(C(C)=O)c1C)c1cccc(C)c1	1	-9	11	4	9	12	4	4	-2

Looked up above:
COc1ccc(C(=O)OCC(=O)Nc2c(C)cccc2C)c(OC)c1OC in pPAFAH FP inh → 2
CCN(CCCNC(=O)c1[nH]c(C)c(C(C)=O)c1C)c1cccc(C)c1 in PREPL inh → 12

Next section:
SMILES	GSTO1 counter	LYPLA1 inh	PAFAH1B3 FP inh	PAFAH1B2 inh	pPAFAH FP inh	PREPL inh	LYPLA2 counter	PAFAH2 FP inh	PAD4 inh
CN1CCc2cccc3c2[C@H]1Cc1ccc(O)c(O)c1-3	89*	-4&-4	7&13&16	0&-3&-2	25*!	20&17&26	-3&-2	8&6&-3	6&2&7
CCC(C)NC(=O)C1CCN(S(=O)(=O)c2ccc(-n3cnnn3)cc2)CC1 (centres undefined)	2	1	5	-3	4	2	3	-1	-2
CCCC(=O)Nc1cc(S(=O)(=O)N2CCOCC2)ccc1N1CCCCC1	.	.	11	1	3	9	.	-2	-6
Cc1ccc(-c2cn(C[C@H]3CC[C@@H]([C@@H]4CC[C@H](Cn5cc(-c6ccc(C)cc6)nn5)O4)O3)nn2)cc1	-7	0	10	8	5	-29	6	2	5
CCN(CC)C(=O)Cn1cc(C(=O)C(=O)N2CCN(c3ccc([N+](=O)[O-])cc3)CC2)c2ccccc21	8	2	5	1	0	-4	15	-1	0
O=C(N/N=C/c1ccccc1O)C1CC(=O)N(c2ccc(Cl)cc2)C1 (centres undefined)	-4	1	8	6	0	-10	0	-4	-9
COc1ccc(OC)c(C(c2nnnn2C2CCCC2)N2CCN(c3ccccc3F)CC2)c1 (centres undefined)	0	-1	6	-1	0	13	5	4	5
CCOc1cc(C2NC(=O)NC(c3ccccc3)=C2C(C)=O)ccc1OC(C)=O (centres undefined)	3	1	6	1	-2	12	2	6	2
CCc1cc(-c2[nH]ncc2-c2ccc3c(c2)OCO3)c(O)cc1O	-17	-1	4	5	15	9	1	2	1
Cc1ccc(CCNC(=O)C2CC(c3ccc(C(F)(F)F)cc3)=NO2)cc1 (centres undefined)	0	3	4	4	7	-4	5	-6	-8
O=C(CC12CC3CC(CC(C3)C1)C2)Nc1ccccc1N1CCOCC1	-5	1	-12	14	5	13	-1	-9	1
CC(C)c1onc(C(=O)N(C)Cc2ccccc2)c1[N+](=O)[O-]	11	-7	3	-1	3	-4	-1	1	-4
CC(=O)NNc1nc(-c2ccccc2)cs1	2	-2	7	6	11	6	-2	3	-4
Cc1csc(NC(=O)c2cc(=O)[nH]c3ccccc23)n1	4	1	5	4	-2	12	3	-5	-2
OC(CNC1CCCC1)COCCOc1ccc(Br)cc1 (centres undefined)	4	3	0	6	3	46*	0	-1	-4
COc1cc2c(cc1OC)CN(c1ccc(C(N)=O)cc1[N+](=O)[O-])CC2	6	-3	3	0	2	1	7	1	1
CCOc1cc(C(=O)N2CCN(c3ccccc3)CC2)cc(OCC)c1OCC	6	0	1	3	3	22	3	-4	0
NC(=O)C1CC(=O)N(c2ccc(OCc3ccccc3Cl)cc2)C1 (centres undefined)	14	0	-2	1	8	22	2	9	4
Clc1ccccc1OCc1nn[nH]n1	6	0	-1	1	3	-6	6	1	-1
CN(C)N1C(N)=C(C#N)C(c2cccs2)C2=C1CCCC2=O (centres undefined)	1	-3	2	0	-3	3	-6	1	-3
COc1ccc(N2CCN(C3CCCN(C(=O)CSC)C3)CC2)cc1 (centres undefined)	11	0	7	4	2	10	-1	3	-2
COc1ccc(CC(=O)NC(C)c2nnc(SCC(=O)c3ccc(OC)cc3)n2C)cc1 (centres undefined)	7	1	-2	5	5	1	-7	1	-3
Cc1c(CC(=O)N[C@@H](CCCNC(N)=O)C(=O)O)c(=O)oc2cc3oc4c(c3cc12)CCCC4	-2	-1	9	2	2	1	5	-1	-1
O=c1cc(CN2CCN(Cc3ccccc3)CC2)c2ccc(O)c(O)c2o1	25	0	12	3	20	32	1	2	-2
CN(C)S(=O)(=O)Oc1cccc(C(=O)Nc2cccc(Cl)c2)c1	-10	-9	-3	-1	0	-3	-13	-4	-2

Further results:
SMILES	GSTO1 counter	LYPLA1 inh	PAFAH1B3 FP inh	PAFAH1B2 inh	pPAFAH FP inh	PREPL inh	LYPLA2 counter	PAFAH2 FP inh	PAD4 inh
C=CCNC(=S)NNC(=O)c1ccc(OCC(C)C)cc1	-2	-2	1	-5	-4	16	0	-7	-2
O=S(=O)(NC1=NCCC1)c1cccc(NS(=O)(=O)c2ccc(OC(F)(F)F)cc2)c1	4	2	-3	3	19	-8	0	7	-3
Cc1c(OCC(=O)NCCN2CCOCC2)ccc2c3c(c(=O)oc12)CCC3	0	0	-1	1	1	19	-3	0	-1
COC(=O)c1ccc(Oc2nc(Nc3ccc(F)cc3)nc(N3CCCC3)n2)cc1	-2	-3	0	-4	-5	-8	-3	5	-1
Cc1nnc(SCC(=O)NCC2COc3ccccc3O2)s1 (centres undefined)	.	-3	6	1	-1	-1	0	3	-3
Cc1nn(C)cc1S(=O)(=O)N1CCN(Cc2ccccc2Cl)CC1	11	-1	-1	2	2	13	7	1	-3
O=C(C1=NNCC1c1ccccc1)C1OC1c1ccccc1 (centres undefined)	11	1	-1	3	-1	14	5	1	0
CCN(CC)C(=O)C(Oc1ccc(S(=O)(=O)N2CCCC2)cc1[N+](=O)[O-])c1ccccc1 (centres undefined)	1	0	5	2	5	4	0	2	-2
Cc1ccc(S(=O)(=O)NCCNS(=O)(=O)c2ccc(C)cc2)cc1	-2	3	2	9	8	-1	4	4	2
C=CCOc1cccc(C2/C(=C(/O)c3ccc(Cl)cc3)C(=O)C(=O)N2CCN2CCOCC2)c1 (centres undefined)	0	3	-1	5	-2	0	-7	-3	2
Cc1c(Cl)c([N+](=O)[O-])nn1CCCC(=O)O	13	1	0	3	2	-10	2	8	1
O=C(NCc1cccnc1)c1cccc(OC2CCN(Cc3ccc(CO)o3)CC2)c1	-3	-4	9	4	-3	13	-4	1	-3
CCNS(=O)(=O)c1ccc(CCC(=O)Nc2ccc3c(c2)OCCO3)cc1	23	-1	14	0	-4	6	-9	1	0
C=CCC1(Cl)C(=O)C(Cl)=C(N2CCOCC2)C1(OC)OC (centres undefined)	4	-2	9	7	-2	-6	-3	-2	-4
C=CCc1cc(OC)ccc1OCC(O)CN1CCN(c2ccc(OC)cc2)CC1 (centres undefined)	-1&18	4&3	2	1	-2&0	22&16	8&3	-4	-2&-5
COc1ccc(OCC(=O)Nc2nnc(S(=O)(=O)N3CCCCCC3)s2)cc1	-30	-2	5	3	10	5	4	2	-2
CN(CC(=O)Nc1ccc(Cl)c(Cl)c1)CC(=O)Nc1ccc2c(c1)OCO2	.	-7	4	3	2	14	0	4	0
COc1ccc(NC2CCCN(C(=O)c3ccc4nccnc4c3)C2)cc1OC (centres undefined)	0	-2	7	8	3	5	6	2	-4
CCCCCCN(C(=O)CCCN1C(=O)NC(c2ccc(-c3ccccc3)cc2)C(C(=O)OCc2ccccc2)=C1C)C(C)C(=O)NCCCC (centres undefined)	.	.	5	3	11	.	.	5	6
CC1(C)NC(=O)N(CC(=O)Nc2ccc(-n3cnnn3)cc2)C1=O	.	.	4	7	-2	12	.	4	-9
Cc1ccc(C)c(NC(=O)C2CC(Cl)=CCC2C(=O)O)c1 (centres undefined)	11	-4	4	6	-5	4	0	-3	5
CC(C)CC(=O)N1CCN(S(C)(=O)=O)CC1	1	-4	0	4	-4	15	-7	3	1
CC(C)CNC(=O)COC(=O)/C=C/c1ccco1	4	-1	-2	0	2	13	-2	69*	4

Some of the compounds tested, so the mix of outcomes need not match the whole.
